NadD block: inhibitors of S. aureus NadD, primary screen, biochemical, colorimetric, uHTS; purified NadD enzyme, colorimetric absorbance read-out; inhibition, % at 20 µM; 360,000 compounds, 0.78% hits; in the data active means inhibition above about 26%; further: some compounds past the cut are filed as inactive
CendR NRP1 mod: modulators of CendR peptide binding to NRP-1, primary screen, biochemical, fluorescence polarization, uHTS. Neuropilin-1 (Homo sapiens), O14786. FAM-RPARPAR peptide binding to NRP-1. inhibition, % at 25 µM. 360,000 compounds, 0.85% hits. AID 602438, 2012;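 active means inhibition or corrected inhibition above about 18%, plus a signal ratio from 0.5 to 1.5, limit read from the data, passing the limit was not always enough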; further: strong numbers were not always called active
Target sequence (O14786 whole entry, looked up): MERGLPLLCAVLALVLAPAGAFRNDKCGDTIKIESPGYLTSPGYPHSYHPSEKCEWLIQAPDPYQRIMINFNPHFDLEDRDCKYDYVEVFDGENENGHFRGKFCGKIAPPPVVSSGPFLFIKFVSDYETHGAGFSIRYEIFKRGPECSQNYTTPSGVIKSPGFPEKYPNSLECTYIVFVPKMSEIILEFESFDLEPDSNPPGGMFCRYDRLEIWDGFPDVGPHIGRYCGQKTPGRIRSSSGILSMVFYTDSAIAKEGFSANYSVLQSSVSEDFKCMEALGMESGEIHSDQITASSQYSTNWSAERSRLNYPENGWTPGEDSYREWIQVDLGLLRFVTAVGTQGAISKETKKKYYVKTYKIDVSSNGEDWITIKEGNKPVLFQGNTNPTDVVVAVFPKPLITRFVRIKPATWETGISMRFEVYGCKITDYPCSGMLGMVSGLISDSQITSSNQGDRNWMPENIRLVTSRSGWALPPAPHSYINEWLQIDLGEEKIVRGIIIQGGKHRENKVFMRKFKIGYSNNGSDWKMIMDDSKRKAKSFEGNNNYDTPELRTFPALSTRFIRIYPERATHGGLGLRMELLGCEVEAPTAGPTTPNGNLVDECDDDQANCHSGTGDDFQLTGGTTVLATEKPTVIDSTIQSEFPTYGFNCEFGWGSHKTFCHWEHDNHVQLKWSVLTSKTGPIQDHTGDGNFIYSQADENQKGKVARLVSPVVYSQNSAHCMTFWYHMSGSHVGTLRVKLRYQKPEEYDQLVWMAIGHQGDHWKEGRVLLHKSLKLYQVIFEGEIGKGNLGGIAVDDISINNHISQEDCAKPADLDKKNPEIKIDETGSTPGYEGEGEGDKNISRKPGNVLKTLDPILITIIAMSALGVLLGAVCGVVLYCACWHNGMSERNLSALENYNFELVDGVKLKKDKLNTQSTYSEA
Rpn11 inh: Rpn11 (PSMD14) deubiquitinase inhibitors, primary screen, biochemical, fluorescence polarization, uHTS; 26S proteasome non-ATPase regulatory subunit 14 (Homo sapiens), O00487; AID 588493, 2011; 360,000 compounds, 0.59% hits; human 26S proteasome, Ub4-pepOG fluorescence polarization; 20S core pre-blocked with epoxomicin; calls only at 20 µM;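 active means inhibition at 20 µM, scaled to each plate's controls, above about 33%, limit read from the data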
Scp-1 inhibitor: Scp-1 phosphatase inhibitors, primary screen, biochemical, colorimetric, uHTS. Carboxy-terminal domain RNA polymerase II polypeptide A small phosphatase 1 (Homo …. inhibition, % at 20 µM. 340,000 compounds, 0.88% hits. Recombinant Scp1, phosphopeptide, malachite green phosphate absorbance;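 active means inhibition above about 50% at 20 µM, limit read from the data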;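 further: plate controls were DMSO wells with enzyme for no effect and wells lacking enzyme for full effect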
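assay system = SCP-1 phosphatase catalytic domain, residues 76-261 | buffer or medium = 50 mM Tris acetate pH 5.5, 0.005% Tween-20, 10 mM MgCl2 | incubation = enzyme reaction 45 min at room temperature, colour 5 min, stabilisation 30 min | signal = Phosphate-binding colour reagent, absorbance read at 630 nm | measure = % inhibition at 20 µM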
SKN-1 inh: suppressors of acrylamide-induced Pgst-4::GFP reporter in worms, primary screen, SKN-1 inhibitor project, whole organism, uHTS, GFP/RFP fluorescence ratio, strain VP596. C. elegans VP596 Pgst-4::GFP/RFP ratio, 24 h. inhibition, % at 21.8 µM. 360,000 compounds, 0.49% hits. AID 624304, 2012;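 active means interference check ratio from 0.5 to 1.5 plus GFP to RFP signal ratio inhibition reaching or exceeding a fixed threshold, cut at about 30% in these data, passing the limit was not always enough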; further: some compounds called inactive have numbers as strong as hits
SUMO1 PPI mod: modulators of SUMO1 protein-protein interactions, primary screen, biochemical, uHTS | Small ubiquitin-related modifier 1 (Homo sapiens), P63165 | SUMO1 binding to a labelled peptide, TR-FRET, 1 h | inhibition, % at 20 µM | 360,000 compounds, 0.33% hits; in the data active means inhibition above about 37%
STEP block: STEP phosphatase inhibitors, primary screen, biochemical, fluorescence intensity, uHTS. recombinant STEP, OMFP fluorogenic substrate. 360,000 compounds, 0.25% hits. Tyrosine-protein phosphatase non-receptor type 5 (Homo sapiens), P54829. inhibition, % at 20 µM;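 active means inhibition at 20 µM, scaled per plate between control wells, above about 37%, limit read from the data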;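 further: 0% = DMSO with enzyme and substrate and 100% = substrate only without enzyme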
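Measure: Control-normalized % inhibition with plate pattern correction | Test system: STEP phosphatase, cell-free reaction | Medium: pH 6.0 Bis-Tris with DTT and Tween 20 | Technique: Fluorescence, 480/540 nm | Times: Reaction 20 min, ambient temperature | Doses: Single compound dose of 20 µM, 1% DMSO final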
DNMT1 block: human DNMT1 methyltransferase inhibitors, primary screen, biochemical, molecular beacon, fluorescence, HinP1I cleavage, uHTS; 360,000 compounds, 0.83% hits; inhibition (reported as % activation of signal), % at 10 µM; DNA (cytosine-5)-methyltransferase 1 (Homo sapiens), P26358; in the data active means inhibition above about 50%
LMPTP inh: LMPTP phosphatase inhibitors, primary screen, biochemical, fluorescence intensity, uHTS; inhibition, % at 20 µM; Low molecular weight phosphotyrosine protein phosphatase (Homo sapiens), P24666; 360,000 compounds, 0.22% hits; recombinant LMPTP-A, OMFP fluorogenic substrate;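 active means compounds that cut the enzyme signal by at least half of the control window in the single-dose screen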;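 further: plate controls were DMSO wells with enzyme plus substrate for no effect and substrate without enzyme for full effect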
Target sequence (P24666 whole entry, looked up): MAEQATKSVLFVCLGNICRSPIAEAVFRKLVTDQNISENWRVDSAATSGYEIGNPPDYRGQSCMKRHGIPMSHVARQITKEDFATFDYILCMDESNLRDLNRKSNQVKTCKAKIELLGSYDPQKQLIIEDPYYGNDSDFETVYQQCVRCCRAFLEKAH
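Test system: LMPTP-A, protein tyrosine phosphatase of low molecular weight; Input: 0.625 nM enzyme; Incubation: 50 min dark incubation at room temperature; Signal: endpoint fluorescence intensity from OMFP dephosphorylation; Read-out basis: % inhibition versus control wells.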
MT1-MMP act inh: blockers of MT1-MMP proenzyme processing, primary screen, HT1080 RFP-PRO-GFP cells, GFP/RFP fluorescence | Matrix metalloproteinase-14 (Homo sapiens), P50281 | GFP/RFP ratio fluorescence, overnight; percent of plate control window, DMSO zero | 360,000 compounds, 0.061% hits | AID 651647, 2012 | GFP/RFP ratio change, % at 20 µM;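 active means GFP/RFP ratio change of at least 30% with cell ATP level not reduced by more than half and red fluorescence within 50% of control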; further: strong numbers were not always called active
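Test system: HT1080 cells expressing an RFP-PRO-GFP fluorescent reporter construct / Compound dosing: single-point 20 µM compound, 1% DMSO / Schedule: cells overnight before dosing, compound overnight, 37 °C, 5% CO2 / Evaluation: GFP/RFP fluorescence ratio / Control set: DMSO and RFP-L50D-GFP cell wells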
* marks the source's active call; other numbers are inactive results; i = inactive; / = no result given.

Below each SMILES: STEP block	NadD block	DNMT1 block	CendR NRP1 mod	Scp-1 inhibitor	LMPTP inh	SKN-1 inh	SUMO1 PPI mod	MT1-MMP act inh	Rpn11 inh
> Clc1ccc(-c2nc3cnccn3c2NC2CCCC2)cc1
→ 1.1	-3.2	-8.8	9.1	7.8	0.0	14.3	-8.1	-1.6	i
> CCOC(=O)c1[nH]c(C)c(C(=O)Nc2ccc(C)c(Cl)c2)c1C
→ -2.0	-5.2	-16.0	-2.2	-2.2	2.4	-6.6	0.7	4.1	i
> CCCc1cc(-c2[nH]ncc2-c2ccc(C(=O)OCC)o2)c(O)cc1O
→ -5.6	10.2	-21.3	-11.5	-7.2	-8.8	2.6	-0.6	-7.2	i
> COC(=O)c1sccc1NC(=O)COc1ccccc1Cl
→ 2.6	0.5	-2.1	7.0	-8.0	1.8	-1.2	2.9	-7.2	i
> C[C@@H](Nc1nc(-c2ccccc2)nc2c1oc1ccccc12)C(=O)O
→ -3.2	-0.9	-0.8	-4.7	-1.3	0.3	11.0	3.3	6.9	i
> CCC(c1nnc(SCC(=O)Nc2cc(Cl)ccc2C#N)n1C1CCCCC1)N(C)C (stereo not drawn)
→ -1.6	-5.5	4.8	4.0	-3.4	-0.5	-2.1	-0.4	-2.7	i
> COc1ccc(CCNC(=O)C(C)n2nc(C)c3c(C)n(-c4ccc(C)cc4)nc3c2=O)c(OC)c1 (stereo not drawn)
→ 6.8	1.1	1.0	0.3	-7.5	-0.3	-6.3	7.6	8.7	i
> COc1cc(F)ccc1-c1cc(C(=O)NCC2CCCCC2)[nH]n1
→ -0.1	-2.7	-0.6	-5.2	/	1.6	3.4	5.2	3.2	i
> O=C(c1ccco1)N1CCc2[nH]nc(-c3ccccc3)c2C1
→ 2.1	-3.4	-0.3	-2.0	-6.5	-0.7	2.3	-1.6	1.7	i
> Cc1noc(C)c1C(=O)NCCC1=CCCCC1
→ -0.4	-6.7	4.4	8.8	-2.7	-1.5	-8.1	-2.1	1.3	i
> COc1cc(OC)c(OC)cc1/C=C/c1cc(C(=O)O)c2ccccc2n1
→ -1.9	0.8	-1.3	2.8	17.6	0.8	-1.6	-11.0	0.2	i
> Cc1ccc(NC(=O)CSc2nnnn2C)cc1S(=O)(=O)N(C)C
→ -4.1	-3.4	5.6	0.6	-2.0	-1.0	-0.6	3.2	3.0	i
> CC1CN(c2c3c(nc4ncnn24)CCCC3)CC(C)O1 (stereo not drawn)
→ -0.8	3.2	5.0	-8.9	3.0	-1.2	-5.7	-0.9	14.9	i
> COc1ccc(S(=O)(=O)Nc2ccc3c(c2)n(C)c(=O)n3C)cc1
→ -4.0	3.4	1.0	5.4	-0.8	1.0	5.5	2.1	-2.2	i
> CSc1nc2ccccc2n1Cc1cccc([N+](=O)[O-])c1
→ 0.0	-1.2	-2.9	0.2	-5.1	0.9	4.4	-19.5	-2.3	i
> C(=N\Nc1nc2ccccc2[nH]1)/c1ccccc1
→ -3.7	-1.4	3.0	-7.2	-2.9	2.1	1.0	-6.3	8.2	i
> O=C(COc1ccc2cc(Br)ccc2c1Br)N1CCOCC1
→ 5.1	-3.2	-3.1	1.0	-8.3	-0.1	5.5	-22.5	2.0	i
> COc1ccccc1N1C(=O)c2ccc(C(=O)Nc3ccccc3O)cc2C1=O
→ -1.1	-8.4	-1.8	8.4	-13.1	-2.0	13.2	-28.6	6.4	i
> CCOc1ccc2[nH]c(C)c(CN3CCN(CC)CC3)c(=O)c2c1
→ 3.2	-6.5	1.5	-3.3	-3.6	-2.1	-5.9	4.5	-2.3	i
> CCOCCCNc1ncc2c(n1)CC(c1ccc(C)cc1)CC2=O (stereo not drawn)
→ -0.9	5.7	0.3	20.6	-6.0	0.1	3.7	4.6	0.6	i
> O=C(NCN1C(=O)C2C3C=CC(C3)C2C1=O)Nc1ccccc1O (stereo not drawn)
→ 0.7	-0.6	-10.4	2.7	2.9	0.5	4.4	-0.9	-6.0	i
> COc1cccc(C(C)NC(=O)c2ccncc2)c1 (stereo not drawn)
→ 0.8	-1.8	-3.9	8.7	15.5	0.2	0.6	-2.8	-1.7	i
> COc1ccc(-c2nonc2NC(=O)c2ccco2)cc1OC
→ -4.1	-2.2	1.6	3.9	57.8*	-1.3	5.2	-2.7	1.1	i
> Nc1nc2n(n1)C(c1ccco1)CC(c1ccccc1)N2 (stereo not drawn)
→ -1.2	2.6	1.4	10.7	0.2	-1.3	12.1	3.0	1.9	i
> O=C(COC(=O)c1cccnc1Cl)NCCc1ccc(F)cc1
→ -3.1	-1.8	-0.4	-6.0	-2.7	-0.8	5.5	1.9	0.8	i
> COc1ccccc1/C=C/C=N/NC(=O)CC1C(=O)NN=C1C (stereo not drawn)
→ 3.9	-3.1	2.1	-0.5	-14.1	-1.5	-10.6	-11.0	1.8	i
> CC(=O)c1ccc(O)c(CO)c1
→ 0.0	2.4	0.2	11.5	-8.9	0.3	-3.9	0.3	3.9	i
> Cc1ccc(S(=O)(=O)NCc2ccccc2)cc1C(=O)NCc1ccccn1
→ 3.2	2.2	3.6	8.4	-1.8	-0.3	3.9	1.5	-1.4	i
> COc1ccc(OC)c(-c2csc(NC(=O)COC(=O)C3CCC3)n2)c1
→ -1.5	0.6	-7.6	-3.1	-13.6	3.3	15.3	-3.4	-1.5	i
> COc1cc(-c2nnc(COC(=O)c3cc(C)no3)o2)cc(OC)c1OC
→ 0.9	2.2	-3.2	-8.6	-4.8	-0.6	-4.2	5.4	-0.3	i
> CSc1ncc(CN2CCN(C3CCCCC3)C(CCO)C2)cn1 (stereo not drawn)
→ 0.0	-3.3	-2.2	-13.5	-11.6	-0.7	-6.1	0.6	-1.4	i
> CCOC(=O)C1CCCN(S(=O)(=O)c2ccc(-n3cnnn3)c(C)c2)C1 (stereo not drawn)
→ 2.7	-3.0	-0.9	1.8	0.9	-2.0	8.5	5.6	0.5	i
> CCC(CC)Nc1ccc(C(CC(N)=O)NC(=O)c2ccccc2)cc1[N+](=O)[O-] (stereo not drawn)
→ -0.9	-2.7	-0.5	-3.0	3.5	1.6	-18.0	-35.0	12.3	i
> Cc1cc(C)cc(OCC(=O)NNC(=O)c2ccoc2C)c1
→ 2.5	-1.7	-5.2	-8.5	-1.1	-1.1	8.5	-0.9	0.0	i
> COCCN(Cc1ccc(C)c(Br)c1)C(=O)Cn1cnc(S(=O)(=O)N2CCCC2)c1
→ -1.0	6.1	0.4	1.7	14.2	0.7	7.5	1.6	-0.1	i
> CCc1nn(CCCC(=O)NCc2ccc(C)cc2)c(=O)c2cc3occc3n12
→ 3.2	-5.6	2.1	-4.4	-6.5	14.5	-6.9	0.3	-1.0	i
> COC(=O)c1ccc(C(=O)OC)c(NC(=O)c2cnc3n(c2=O)CCS3)c1
→ -0.3	1.9	1.4	2.6	2.2	-0.3	15.6	-2.2	-5.7	i
> CCOC(=O)CC1=C(C(=O)OCC)C(c2cccnc2)C(C#N)=C(N)O1 (stereo not drawn)
→ -2.6	0.4	0.4	0.7	-1.9	0.6	3.6	0.2	-3.2	i
> OCc1nc2c(ccc3ccccc32)[nH]1
→ -0.9	2.0	3.6	-10.1	-2.8	1.0	5.0	-5.2	14.7	i
> CC1CCCCC1N1CCN(C(=O)c2cccc(F)c2)CC1 (stereo not drawn)
→ -6.3	-3.5	0.7	-6.3	-1.8	-0.9	-3.5	-0.6	1.6	i

Quoted from the listing:
DNMT1 block result of COc1cccc(C(C)NC(=O)c2ccncc2)c1 (stereo not drawn) → -3.9
DNMT1 block result of CCC(CC)Nc1ccc(C(CC(N)=O)NC(=O)c2ccccc2)cc1[N+](=O)[O-] (stereo not drawn) → -0.5

Later entries:
Below each SMILES: STEP block	NadD block	DNMT1 block	CendR NRP1 mod	Scp-1 inhibitor	LMPTP inh	SKN-1 inh	SUMO1 PPI mod	MT1-MMP act inh	Rpn11 inh
> Cc1ccc(NC(=O)N/C=C/c2ccc(Cl)cc2)cc1
→ -7.2	3.7	-6.8	17.8	-9.6	-0.3	-4.7	0.6	-1.2	i
> CCOc1ccc(CNC(=O)CCCN2C(=O)C(c3ccccc3)Oc3cccnc32)cc1 (stereo not drawn)
→ -3.2	-2.6	-3.4	-0.8	-8.6	0.7	10.9	2.3	-2.0	i
> CSc1ccc(C2CC(=O)Nc3c2c(=O)n(C)c(=O)n3C)cc1 (stereo not drawn)
→ 2.8	-1.2	1.0	-3.7	-10.7	-2.4	2.5	0.5	2.6	i
> CCCC(=O)N(CCN(C(=O)CCC)c1ccccc1)c1ccccc1
→ -1.9	-1.1	8.5	-4.6	-3.5	-1.0	-13.1	28.3	5.4	i
> O=C(CSc1n[nH]c(=O)n1C1CC1)Nc1ccccc1
→ -0.8	1.4	1.8	5.7	-2.0	-0.2	14.1	2.8	-0.3	i
> COc1ccc(-c2cc(C(=O)NCCN3CCOCC3)c3ccccc3n2)c(OC)c1
→ -0.8	2.5	-4.0	-10.7	-0.1	0.3	13.9	-9.4	9.0	i
> COc1ccc(CC(=O)NNS(=O)(=O)c2ccccc2[N+](=O)[O-])cc1
→ -0.4	-8.4	0.3	3.7	-4.7	-1.0	14.1	-6.2	1.4	i
> O=C1N/C(=N\S(=O)(=O)Cc2ccccc2)S/C1=C/c1cc([N+](=O)[O-])ccc1O
→ -0.7	-6.7	4.6	-209.7	24.1	1.5	-0.1	-11.6	-74.8	/
> COc1cc(C2c3c([nH]c(=O)[nH]c3=O)Nc3ccc4ccccc4c32)ccc1O (stereo not drawn)
→ 2.3	4.4	-0.7	-5.3	-6.7	0.4	-4.9	-9.0	-3.8	i

Source: PubChem BioAssay

Random draw from the library. About 3.9% of those tested had a hit in this group.
